Source: PubChem (PCMD)
FXIIa inh – blocks human coagulation factor XIIa activity; inhibition, % at 10 µM; P00748; hit rate 0.2% among 33,000; AID 701; purified human FXIIa, AMC substrate fluorescence, 2 h; in the data active = inhibition above about 30%;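 also: 0% = enzyme with vehicle only and 100% = no enzyme blank; many of its hits are not listed in these tables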
FXIa single inh – blocks human coagulation factor XIa activity. inhibition, % at 10 µM. P03951. purified human FXIa, fluorogenic AMC substrate cleavage. hit rate 0.3% among 33,000. AID 687;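 active = inhibition above 40% in the primary screen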;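 also: 0% = enzyme without compound and 100% = blank wells lacking enzyme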
Target sequence (P03951 19-387 limits assumed): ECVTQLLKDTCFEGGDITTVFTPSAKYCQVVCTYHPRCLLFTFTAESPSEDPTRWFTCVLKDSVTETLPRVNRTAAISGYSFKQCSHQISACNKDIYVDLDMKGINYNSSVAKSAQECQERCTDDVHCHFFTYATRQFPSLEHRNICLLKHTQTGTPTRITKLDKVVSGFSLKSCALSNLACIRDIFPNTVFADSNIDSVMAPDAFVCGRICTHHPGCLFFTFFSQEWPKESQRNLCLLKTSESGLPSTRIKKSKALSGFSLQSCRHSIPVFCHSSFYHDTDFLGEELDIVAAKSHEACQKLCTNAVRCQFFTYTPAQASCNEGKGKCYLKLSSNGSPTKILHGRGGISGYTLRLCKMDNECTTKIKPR
Target sequence (P03951 388-625 limits assumed): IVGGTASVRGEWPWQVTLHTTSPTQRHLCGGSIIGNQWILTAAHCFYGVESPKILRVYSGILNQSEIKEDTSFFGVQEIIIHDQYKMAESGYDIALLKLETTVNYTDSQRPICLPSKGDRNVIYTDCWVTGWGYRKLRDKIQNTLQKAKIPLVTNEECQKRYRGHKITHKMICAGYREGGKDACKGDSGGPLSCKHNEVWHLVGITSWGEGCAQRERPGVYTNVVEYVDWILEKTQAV
Active calls of the source: *. The list is partial. The share of hits here may be higher or lower than overall.

Start of the listing, in advance, 19 compounds:
SMILES | FXIIa inh | FXIa single inh
CCOC(=O)c1c(NC(C)=O)sc2c1CCC(C=O)=C2Sc1ccccc1 | 5 | 13
CCC(=O)Nc1cc(Cl)ccc1C(=O)O | -10 | 17
COc1cccc(-n2cnnn2)c1 | -16 | 22
CSc1nc2ccc(S(=O)(=O)N3CCCC3)cc2s1 | 16 | -2
CN(CC(=O)N1CCc2ccccc21)S(=O)(=O)c1cccs1 | 5 | 5
CCOC(=O)CSc1nc(C(C)(C)C)cc(C(F)(F)F)c1C#N | -13 | 24
O=C(Nc1nnc(-c2ccc3c(c2)CCCC3)o1)c1ccccc1 | -2 | 2
Cc1ccc(SCc2nc(-c3ccccn3)no2)cc1 | 6 | -5
CCN(CC)C(=O)CSc1nc(N)c2c3c(sc2n1)CC(C)CC3 (stereo not given) | 9 | 3
COc1ccc(C(=O)Nc2ccc(Cl)cc2C(=O)NCc2ccco2)cc1 | 2 | -1
Cc1ccc(C(NC(N)=O)c2ccccc2C)cc1 (stereo not given) | -4 | 1
COc1ccc(N/C(=C(/C(Cl)=C(Cl)Cl)[N+](=O)[O-])n2nnc3ccccc32)cc1 | 10 | 7
Cc1cccc(OC(=O)C2C(c3ccccc3)C(C(=O)O)C2c2ccccc2)c1 (stereo not given) | 13 | -2
COc1ccc(NC(=O)CSc2nnc(-c3cccnc3)o2)cc1 | 6 | -4
CCOC(=O)CCP(=O)(O)C(O)c1ccccc1 (stereo not given) | 13 | -2
CCOc1cc(/C=N\NC(=O)Cn2nc([N+](=O)[O-])cc2C)ccc1OCc1cccc2ccccc12 | -13 | 25
CC(=O)NCCOC(=O)Nc1sc(=S)n(C)c1C | 6 | -2
c1ccc(OCCCN2CCCC2)cc1 | 3 | 10
Cc1nc(-c2ccc(S(=O)(=O)N3CCCCCC3)cc2)cs1 | 4 | 5

All compounds of this part, repeating the preview:
SMILES | FXIIa inh | FXIa single inh
CCOC(=O)c1c(NC(C)=O)sc2c1CCC(C=O)=C2Sc1ccccc1 | 5 | 13
CCC(=O)Nc1cc(Cl)ccc1C(=O)O | -10 | 17
COc1cccc(-n2cnnn2)c1 | -16 | 22
CSc1nc2ccc(S(=O)(=O)N3CCCC3)cc2s1 | 16 | -2
CN(CC(=O)N1CCc2ccccc21)S(=O)(=O)c1cccs1 | 5 | 5
CCOC(=O)CSc1nc(C(C)(C)C)cc(C(F)(F)F)c1C#N | -13 | 24
O=C(Nc1nnc(-c2ccc3c(c2)CCCC3)o1)c1ccccc1 | -2 | 2
Cc1ccc(SCc2nc(-c3ccccn3)no2)cc1 | 6 | -5
CCN(CC)C(=O)CSc1nc(N)c2c3c(sc2n1)CC(C)CC3 (stereo not given) | 9 | 3
COc1ccc(C(=O)Nc2ccc(Cl)cc2C(=O)NCc2ccco2)cc1 | 2 | -1
Cc1ccc(C(NC(N)=O)c2ccccc2C)cc1 (stereo not given) | -4 | 1
COc1ccc(N/C(=C(/C(Cl)=C(Cl)Cl)[N+](=O)[O-])n2nnc3ccccc32)cc1 | 10 | 7
Cc1cccc(OC(=O)C2C(c3ccccc3)C(C(=O)O)C2c2ccccc2)c1 (stereo not given) | 13 | -2
COc1ccc(NC(=O)CSc2nnc(-c3cccnc3)o2)cc1 | 6 | -4
CCOC(=O)CCP(=O)(O)C(O)c1ccccc1 (stereo not given) | 13 | -2
CCOc1cc(/C=N\NC(=O)Cn2nc([N+](=O)[O-])cc2C)ccc1OCc1cccc2ccccc12 | -13 | 25
CC(=O)NCCOC(=O)Nc1sc(=S)n(C)c1C | 6 | -2
c1ccc(OCCCN2CCCC2)cc1 | 3 | 10
Cc1nc(-c2ccc(S(=O)(=O)N3CCCCCC3)cc2)cs1 | 4 | 5
CC12CCC(C(=O)NCC3CCCO3)(OC1=O)C2(C)C (stereo not given) | 3 | -2
CCOc1ccc2ccccc2c1/C=N/n1cncn1 | 5 | 6
CC(C)OC(=O)CSc1nnc(-c2ccncc2)n1N | 5 | -2
Cc1ccc2cc(C(=O)O)c(C)nc2c1 | 8 | -9
CCOC(=O)C1=C(C)NC(C)=C(C(=O)OCC)C1 | 4 | 0
O=C(CSc1nnnn1C1CCCC1)Nc1ccc2c(c1)OCCO2 | 3 | -3
Cc1ccc(N(CC(N)=O)C2SC(=O)N(Cc3cccc(C(=O)O)c3)C2=O)cc1 (stereo not given) | -11 | 30
CCOC(=O)C(=O)Nc1ccccc1C(=O)NC(C)C | 4 | 8
Cc1cccc(C)c1NC(=O)C1(N(Cc2ccco2)C(=O)c2ccccn2)CCCC1 | -11 | 1
COc1cccc(C(=O)Oc2c(CN3CCOCC3)cc(Cl)c3cccnc23)c1 | 3 | -2
COc1ccc(-c2cn3c4c(sc3n2)CCCC4)cc1 | 4 | 8

Two records drawn at random from those above:
SMILES | FXIIa inh | FXIa single inh
CC(=O)NCCOC(=O)Nc1sc(=S)n(C)c1C | 6 | -2
O=C(CSc1nnnn1C1CCCC1)Nc1ccc2c(c1)OCCO2 | 3 | -3

Going on with the list:
SMILES | FXIIa inh | FXIa single inh
Cc1csc(NC(=O)c2ccc(S(=O)(=O)N(C)c3ccccc3)cc2)n1 | 4 | 4
COc1ccc(N(CC(=O)Nc2ccccc2C(=O)NCCc2ccccc2)S(C)(=O)=O)cc1OC | 6 | 7
CC(NC(=O)c1ccccc1O)c1ccccc1 (stereo not given) | 3 | 4
COc1ccc(C2=NN(C(=O)CSc3cn(C)c4ccccc34)C(c3ccc(OC)cc3)C2)cc1 (stereo not given) | 3 | -2
COc1ccc(CN2CNc3nc4ccccc4n3C2)cc1 | 8 | -1
Nc1c(-c2ccccc2)cnn1-c1ccc(C(=O)O)cc1 | 9 | -4
Cc1cc2c(c(=O)n1Cc1cccnc1)C(c1cccs1)C(C#N)=C(N)O2 (stereo not given) | 6 | -2
CC1(c2ccc(Cl)c(Cl)c2)NC(=S)N2C1NC(=S)N2c1ccccc1 (stereo not given) | 5 | 8
CCCC(=O)c1cc(F)c(N2CCN(CCC#N)CC2)cc1C | 10 | 1
COc1ccc(CCn2c(=N)c(C(=O)N3CCN(C)CC3)cc3c(=O)n4ccccc4nc32)cc1 | -11 | 2
CCNc1nc(NCC)nc(OCCOC(C)=O)n1 | 7 | 2
COC(=O)[C@@H](NC(=O)NCc1ccccc1F)C(C)C | 4 | -1
O=C(COc1ccccc1)Nc1nonc1NC(=O)COc1ccccc1 | -1 | -2
CCOC(=O)Cn1nnnc1C(CC)N(Cc1ccccc1)Cc1cc2cc(C)ccc2[nH]c1=O (stereo not given) | 11 | -1
CCOC(=O)N1CCN(C(=O)CN2C(=O)CC(C)(C)S(=O)(=O)c3ccccc32)CC1 | 5 | 0
CCOC(=O)c1ccc(NC(=O)C2CCN(S(=O)(=O)CC)CC2)cc1 | 5 | -2
Cc1ccc(C2CN=NC23CCc2ccccc2C3=O)cc1 (stereo not given) | -1 | -4
O=C(On1c(-c2ccccc2)nc2ccccc2c1=O)c1ccco1 | 3 | 11
COc1ccc(CNS(=O)(=O)c2ccc3c(c2)CCN3C(=O)C2CC2)cc1 | 5 | 8
Cc1nn(-c2ccccn2)c2c1-c1nc(N3CCOCC3)ncc1CC2 | 1 | 3
CC(=O)C1=C(C)NC(SCC(N)=O)=C(C#N)C1C (stereo not given) | 10 | 3
OCCCc1nc2n(n1)C(c1ccccc1)C=C(c1ccc(F)cc1)N2 (stereo not given) | 9 | 3
O=C(NCC1CCCO1)c1ccc(COc2ccc(F)cc2)o1 (stereo not given) | -2 | -5
CN(CC(=O)Nc1ccccc1C(=O)N1CCCC1)S(=O)(=O)c1ccc(Cl)cc1 | 16 | -7
O=C(Nc1ccc(Cl)cc1)NC1(C(=O)NCCCN2CCOCC2)CCCCC1 | -27 | 1
O=c1[nH]c(CN2CCC(c3nc4ccccc4s3)CC2)nc2sc3c(c12)CCC3 | 7 | 2
Cc1c(O)ccc(-c2[nH]ncc2-c2nc3ccccc3s2)c1O | 14 | 5
COc1ccc2oc(=O)c(C(C)=O)cc2c1 | -5 | -5
CC1CCCCC1NCC(=O)Nc1ccccc1-c1ccccc1 (stereo not given) | 26 | -6
c1ccc(Cn2c(CNc3nc4ccccc4n3CCN3CCCCC3)nc3ccccc32)cc1 | -14 | 4
CC(C)Oc1ccc(C(=O)O)c(C(=O)O)c1 | -13 | 30
Cc1ccccc1Sc1ncnc2onc(C)c12 | 3 | -4
Cc1ccc(C)c(-n2c(CNC(=O)c3ccco3)nnc2SCC(=O)Nc2nnc(C)s2)c1 | 2 | 4
CCCCCn1c(C(Cc2ccccc2)NC(C)=O)nc2ccccc21 (stereo not given) | 5 | 0
CCOc1ccc(-n2c(N)c(C(=O)NCC3CCCO3)sc2=S)cc1 (stereo not given) | 5 | 5
Cc1cccc(C(C)(C)C)c1OCCCCN1CCCC1 | 0 | -1
CC(/C=C/c1cccs1)=C\C(=O)O | 7 | 6
CCCCn1c(CN2CCN(c3cccc(Cl)c3)CC2)nc2c1c(=O)[nH]c(=O)n2C | 3 | -1
Cc1cn(S(=O)(=O)c2ccc(Br)cc2)cn1 | 1 | -2
CCCc1cc(=O)[nH]c(SCC(=O)N2CCN(c3ccc(F)cc3)CC2)n1 | 7 | -1
Cc1nc2oc(C(=O)c3ccc(Br)cc3)c(N)c2c2c1COC(C)(C)C2 | 2 | 4
Cc1nn(C)c(C(=O)Nc2ccc(S(=O)(=O)NC34CC5CC(CC(C5)C3)C4)cc2)c1Br | 4 | 0
O=C1CC(N2CCN(Cc3ccc4c(c3)OCO4)CC2)C(=O)N1c1cccc(Cl)c1 (stereo not given) | 7 | 0
O=S(=O)(NCc1ccc2c(c1)OCO2)c1ccc2oc3ccccc3c2c1 | 3 | -3
CCOCc1nnc(NC(=O)c2c(OC)cccc2OC)s1 | 6 | 7
CCOC(=O)c1c(NCC2CCCO2)c2ccccc2[nH]c1=O (stereo not given) | 4 | -3
C=CCn1c(CNC(=O)c2ccccc2C)nnc1SCC(=O)NC1CCCC1 | 5 | 5
CCS(=O)(=O)N1CCN(S(=O)(=O)c2ccccc2)CC1 | -12 | 25
O=C(CCCc1nc(-c2ccc(Cl)cc2)no1)Nc1cccnc1 | 1 | -2
COc1ccc(NC(=O)/C(Cl)=C(/Cl)S(=O)Cc2ccc(C)cc2)cn1 (stereo not given) | 16 | 0
CN(CC(O)COc1ccc(S(=O)(=O)N2CCOCC2)cc1)C1CCCCC1 (stereo not given) | -18 | 15
CCOC(=O)c1ccc(N2C(=O)C=CC2=O)cc1 | -3 | -6
Cc1cc(C)n(-c2nnc(C)n2NC(=O)c2cccc(Cl)c2)n1 | 1 | -2
O=C(O)C1CC(c2ccccc2)=NO1 (stereo not given) | -4 | -6
Cc1cc(C)n(-c2nc(Nc3ccccc3C(F)(F)F)nc(-n3nc(C)cc3C)n2)n1 | -1 | 1
CCOC(=O)C1=C(N)Oc2c(c(=O)[nH]c3ccccc23)C1c1ccccc1 (stereo not given) | 3 | -10
CC1CC(C(F)(F)F)n2nc(C(=O)O)cc2N1 (stereo not given) | 7 | -5
Cc1ccc(N2C(=O)CC(Sc3ncn[nH]3)C2=O)cc1 (stereo not given) | 7 | 0
Cc1ccc(C(=O)N/C(=C/c2ccco2)C(=O)Nc2cccc(C)c2)cc1 | 9 | -4
Cc1ccc(NC(=O)CSc2n[nH]c(-c3ccncc3)n2)cc1C | -15 | -2
Additional results.
SMILES | FXIIa inh | FXIa single inh
CCOC(=O)/C(=N\NC(=O)c1ccccc1)c1ccccc1 | -1 | -1
CCOc1cc(CO)c(Br)cc1OCC(=O)O | 10 | 3
CC(C)CCNC(=O)NC(=O)COC(=O)c1cc(S(=O)(=O)N2CCOCC2)ccc1N1CCCCC1 | -10 | 18
Cc1cccc(N(CC(=O)NC2CCCC2)C(=O)CCCC(=O)Nc2ccccn2)c1 | 3 | 0
O=C(CCc1nc2ccccc2[nH]1)Nc1ccc2c(c1)OCO2 | 5 | 0
CC1CCc2c(C(=O)Oc3cccc(-n4cnnn4)c3)csc2C1 (stereo not given) | 9 | 0
C=CCn1c(N)c(C(=O)Nc2ccc(C)c(C)c2)c2nc3ccccc3nc21 | 9 | -2
COC(=O)c1ccc(OCC(O)Cn2nnc3ccccc32)cc1 (stereo not given) | -1 | -5
CC1(C)Oc2ccc(C(=O)N3CCCC3)cc2N(CC(=O)NCc2ccccc2)C1=O | 27 | -2
CC1(C)Cc2c(c(N3CCCC3)nc3sc4c(N5CCN(CCO)CC5)ncnc4c23)CO1 | 4 | 2
CCN=C1SC(C(=O)Nc2ccccc2)CC(=O)N1CC (stereo not given) | -2 | -6
CC(C)OCCCN1CN(S(=O)(=O)c2ccc(Cl)cc2)c2nc3ccccc3nc21 | -15 | 32
N=c1c2c3c(sc2ncn1CCCO)CCCC3 | 5 | -1
O=C(CN1CCC(O)(c2ccc3c(c2)OCO3)CC1)N1CCOCC1 | -2 | -1
COc1cc(NS(=O)(=O)c2ccc(NC(=O)COc3ccccc3Cl)cc2)nc(OC)n1 | 3 | 2
Cc1cc(NC(=O)c2cncc(Br)c2)n(-c2ccccn2)n1 | 3 | 5
Cc1ccc(C(=O)c2cc3ccccc3o2)cc1C | 14 | -3
Cc1cc(=O)c2cc(Br)ccc2[nH]1 | 12 | 0
CCc1c(C)c2c(C)nn(-c3ccccc3)c2oc1=O | -1 | -2
Cc1c(NC(=O)c2cccs2)cccc1C(=O)O | 7 | 6
Cc1cc(C)cc(-n2c(C)cc(C(=O)CSc3nnnn3C)c2C)c1 | -13 | 28
CC(C)(C)OC(=O)N1CCC(c2cc(=O)n3[nH]c(-c4ccc(Cl)cc4)cc3n2)CC1 | 5 | 6
CS(=O)(=O)N1CCC(C(=O)Nc2ccc3c(c2)OCCO3)CC1 | 5 | 3
CC(C)Cc1c(O)nc(SCC(=O)Nc2ccc3c(c2)CCC3)[nH]c1=O | 7 | 0
